# D1 PAM: enhances dopamine response at the human D1 receptor; actives 0.036% (n = 360,000); P21728; potentiation, % at 10 µM; HEK293 TREx D1 cells, calcium flux, dopamine EC20 potentiation; in the data active means potentiation above about 30%; further: 0% is about no effect
# RXFP1 agonist: RXFP1 (human) receptor agonism | Q9HBX9 | HEK293T-RXFP1 cAMP TR-FRET, 30 min; response scale: percent of porcine relaxin response, buffer zero | Potency, µM (doses to about 57.5 µM), without a hit: top-dose activation, hits mostly activators | actives 0.3% (n = 370,000); active means well fitted activation curve with a large enough effect; further: potency means the concentration at half of the fitted maximal effect; on the % scale 0 is the no-effect control and ±100 the full control effect; nearly all actives have a fitted effect of over 60% in size; many of its hits are not listed in these tables
# Target sequence (Q9HBX9 whole entry, looked up): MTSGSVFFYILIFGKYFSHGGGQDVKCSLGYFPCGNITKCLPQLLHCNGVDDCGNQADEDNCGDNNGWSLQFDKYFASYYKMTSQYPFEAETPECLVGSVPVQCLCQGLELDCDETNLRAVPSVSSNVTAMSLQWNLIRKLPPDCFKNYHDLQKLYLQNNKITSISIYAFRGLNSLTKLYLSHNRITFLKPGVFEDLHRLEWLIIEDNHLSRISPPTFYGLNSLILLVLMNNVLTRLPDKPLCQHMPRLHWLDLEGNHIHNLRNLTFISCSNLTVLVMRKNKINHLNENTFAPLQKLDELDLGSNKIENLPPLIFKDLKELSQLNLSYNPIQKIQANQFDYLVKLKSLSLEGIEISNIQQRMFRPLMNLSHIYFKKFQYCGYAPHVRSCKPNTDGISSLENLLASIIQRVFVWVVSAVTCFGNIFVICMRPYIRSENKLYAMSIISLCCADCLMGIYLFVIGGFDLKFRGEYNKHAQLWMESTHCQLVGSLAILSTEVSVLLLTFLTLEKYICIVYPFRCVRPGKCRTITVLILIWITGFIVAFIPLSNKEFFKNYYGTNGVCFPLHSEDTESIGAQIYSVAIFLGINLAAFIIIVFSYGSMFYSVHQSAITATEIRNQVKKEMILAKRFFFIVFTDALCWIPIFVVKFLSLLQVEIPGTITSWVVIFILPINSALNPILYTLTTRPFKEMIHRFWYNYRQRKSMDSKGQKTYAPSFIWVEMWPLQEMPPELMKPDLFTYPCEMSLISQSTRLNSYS
#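 HEK293T cells stably expressing RXFP1 were pretreated with the PDE4 inhibitor Ro 20174, exposed to compounds for 30 min at 37C, lysed, and cAMP was read by TR-FRET. Data normalized to buffer (basal) and 29 nM porcine relaxin (100%).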
# D1 ag: activates the human D1 dopamine receptor. actives 1% (n = 360,000). HEK293 T-REx D1 cells, calcium flux, agonist mode. P21728. activation, % at 2 µM; in the data active means activation above about 30%; further: 0% is about no effect
#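 Agonism was scored from calcium flux recorded over 180 s (1 read/s) after pintool compound addition, following a 10-cycle baseline. Cells were inducible force-coupled HEK293 TREx D1, plated overnight at 30 C and loaded with no-wash calcium dye.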
# TRHR PAM: allosterically enhances the human TRH receptor; P34981; TRHR cells, fluo-8 calcium fluorescence, EC20 TRH enhancement; enhancement, % at 2 µM; actives 0.66% (n = 360,000); in the data active means enhancement above about 30%; further: 0% is about no effect
#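 Enhancer read-out: after compound pinning and an initial kinetic agonist-mode read, an EC20 of TRH (10 nM final) was injected and fluo-8 calcium signal (Ex 480/Em 530) followed at 1 s/cycle for 100 cycles in TRHR-expressing cells.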
# D1 antag: human D1 dopamine receptor antagonism. P21728. HEK293 TREx D1 cells, calcium flux, dopamine EC80; stronger effect = lower value. activity change, negative = inhibition, % at 10 µM. actives 3.2% (n = 360,000); in the data active means activity change below about -30%; further: on the % scale 0 is the no-effect control and ±100 the full control effect
#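 Tetracycline-induced HEK293 Trex D1 cells, force-coupled to calcium, dye-loaded; compounds added and read 180 s, then EC80 dopamine added and calcium flux tracked kinetically another 180 s.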
# D2 antagonist: antagonizes the human D2 dopamine receptor. actives 2% (n = 340,000). AID 485344. inhibition, % at 10 µM. HEK293 TREx D2 cells, calcium flux, dopamine EC80. P14416; in the data active means inhibition above about 30%; further: 0% is about no effect
#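 Measurement of antagonist activity uses fluorescent calcium dye in inducible HEK293 T-REx D2 cells: 10 s baseline, compound addition with 180 s read, EC80 dopamine addition with a further 180 s read.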
# D2 ag: activates the human D2 dopamine receptor; P14416; HEK293 T-REx D2 cells, calcium flux agonist mode; activation, % at 2 µM; actives 0.53% (n = 340,000); AID 485358;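 active means activation over 3 SD above normal in the single-dose calcium agonist read, cut at about 30% in these data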; further: 0% is about no effect
#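 Agonism is scored from calcium flux in a force-coupled, inducible HEK293 cell line expressing D2, read kinetically for 180 s after compound addition against dopamine controls.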
# D2 PAM: positive allosteric modulators of human D2 dopamine receptor. AID 485347. actives 0.34% (n = 340,000). potentiation, % at 10 µM. HEK293 T-REx D2, calcium flux, EC20 dopamine potentiation. P14416;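 active means potentiation over 3 SD above the plate norm, cut at about 30% in these data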; further: 0% is about no effect
#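 Primary screen. Calcium kinetics in induced HEK293 T-REx D2 cells: compound pre-addition 180 s, EC20 dopamine, 180 s more.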
# RXFP1 antag: blocks the human relaxin receptor RXFP1. activity change, negative = inhibition, % at 57.5 µM. Q9HBX9. actives 0.59% (n = 350,000). HEK293-RXFP1, relaxin-stimulated cAMP HTRF, 30 min; stronger effect = lower value;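 active means activity change of -60% or lower, but not beyond a set lower limit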; further: on the % scale 0 is the no-effect control and ±100 the full control effect
# Active calls of the source: *; . = not tested or not shown; & = joins results of further samples. Not all compounds are listed; count on the stated rates, not on these rows.
mol	D1 ag	RXFP1 agonist	D1 antag	D2 antagonist	D2 PAM	RXFP1 antag	D1 PAM	TRHR PAM	D2 ag
Cc1ccc(CSc2nnc(C)c(=O)[nH]2)cc1	12	0.6%	20	4	0	4	-1	-4	0.2
C=CCOc1cccc(CNCc2cccnc2)c1	4	-1.3%	-5	-15	-37	4	-1	9	2.3
CCOC(=O)c1c(NC(=O)c2ccco2)n(C2CCCCC2)c2nc3ccccc3nc12	3	9.4%	-17	-1	-5	1	-3	6	0.7
O=C(Nc1ccnn1C1CCN(Cc2cc3ccccc3[nH]2)CC1)C1CCOC1 (configuration not stated)	10	-2.8%	-32*	28	-22	.	-9	-2	42*
CC(=O)OC1c2ccccc2C(=O)N1c1ccccc1C (configuration not stated)	1	0.7%	3	-7	-2	0	3	-2	-0.3
COc1cc2c(cc1NC(=O)COc1ccc(Br)cc1)oc1ccccc12	0	3.4%	-7	.	7	10	-2	7	.
CCCS(=O)(=O)N1CCCC(C(=O)Nc2ccc3c(c2)CCC3)C1 (configuration not stated)	0	0.1%	3	-27	5	-14	-4	-1	0.2
C/C=C/c1ccc(OCC(O)CNCCc2ccc(OC)cc2)c(OC)c1 (configuration not stated)	14	0.5%	10	-18	-15	-4	-6	5	0.3
COc1cccc(C(=O)Oc2cccc(N3C(=O)C4C5CC(C(Br)C5Br)C4C3=O)c2)c1 (configuration not stated)	1	-1.2%	-16	17	-20	-13	-4	-8	0.5
O=C(NCc1ccco1)C(=O)NCC1OCCN1S(=O)(=O)c1ccc(Cl)cc1 (configuration not stated)	-2	0.7%	4	-13	2	1	-1	6	0.9
CCc1ccc(C(=O)c2cn(CC(=O)Nc3ccc4c(c3)OCCO4)c3ccc(CC)cc3c2=O)cc1	2	3.5%	7	.	-14	.	0	11	0.3
CC(=O)Nc1ccc(S(=O)(=O)NCCNS(=O)(=O)c2ccc(NC(C)=O)cc2)cc1	0	-0.4%	4	2	5	-6	-4	0	0.3
COc1cc(/C=N/n2c(-c3n[nH]c4c3CCC4)n[nH]c2=S)ccc1O	3	1.3%	-6	-7	13	-7	0	3	-0.3
S=c1nc(-c2ccccc2)oc2c1CCCC2	1	0.1%	1	6	-5	-6	5	-10	0.0
CCc1ccc(CNC(=O)Cn2nc(C)n3c(cc4cc(C)ccc43)c2=O)cc1	0	-0.5%	-2	.	-18	-7	2	14	.

# Rewritten with each value named: four of the compounds above
CCOC(=O)c1c(NC(=O)c2ccco2)n(C2CCCCC2)c2nc3ccccc3nc12
  D1 ag: 3
  RXFP1 agonist: 9.4%
  D1 antag: -17
  D2 antagonist: -1
  D2 PAM: -5
  RXFP1 antag: 1
  D1 PAM: -3
  TRHR PAM: 6
  D2 ag: 0.7

O=C(Nc1ccnn1C1CCN(Cc2cc3ccccc3[nH]2)CC1)C1CCOC1 (configuration not stated)
  D1 ag: 10
  RXFP1 agonist: -2.8%
  D1 antag: -32*
  D2 antagonist: 28
  D2 PAM: -22
  RXFP1 antag: .
  D1 PAM: -9
  TRHR PAM: -2
  D2 ag: 42*

CC(=O)OC1c2ccccc2C(=O)N1c1ccccc1C (configuration not stated)
  D1 ag: 1
  RXFP1 agonist: 0.7%
  D1 antag: 3
  D2 antagonist: -7
  D2 PAM: -2
  RXFP1 antag: 0
  D1 PAM: 3
  TRHR PAM: -2
  D2 ag: -0.3

COc1cc2c(cc1NC(=O)COc1ccc(Br)cc1)oc1ccccc12
  D1 ag: 0
  RXFP1 agonist: 3.4%
  D1 antag: -7
  D2 antagonist: .
  D2 PAM: 7
  RXFP1 antag: 10
  D1 PAM: -2
  TRHR PAM: 7
  D2 ag: .

# Next part:
mol	D1 ag	RXFP1 agonist	D1 antag	D2 antagonist	D2 PAM	RXFP1 antag	D1 PAM	TRHR PAM	D2 ag
CCn1c(=O)cc(SCC(=O)Nc2ccc(OC)c(OC)c2)c2ccccc21	0	8.6%	-3	7	1	-10	-2	12	0.2
Cc1ccc(Cn2nnc3c(=O)n(CC(=O)N4CCCc5ccccc54)cnc32)cc1	1	0.2%	2	-24	19	17	1	-3	0.0
CCOC(=O)C1=C(CC)Nc2ccccc2N=C1NC(=O)c1cc(C)on1	1	0.0%	-23	-10	-7	5	-1	-2	0.7
COC(=O)c1ccc(C(=O)Nc2nc3cc(N)c(C)cc3s2)cc1	4	-1.6%	22	20	-9	-8	-2	-2	0.3
COc1cc(C(=O)N[C@@H](C)C(=O)NCc2ccco2)cc(OC)c1OC	0	-1.0%	-9	-9	3	-7	2	2	2.2
CCOc1ccc(NC(=O)CN(C)c2ccc(S(=O)(=O)N(C(C)C)C(C)C)cn2)cc1OCC	1	2.5%	-5	3	-4	-4	-7	5	-0.3
CN(C)N=Nc1nc2c([nH]1)c(=O)n(C)c(=O)n2C	1	23%	18	12	8	-11	2	3	0.3
O=C(c1ccc2c(c1)OCO2)C1CCCN(Cc2cccc(C(F)(F)F)c2)C1 (configuration not stated)	12	2.6%	-8	11	-29	-20	-6	-3	-0.1
Cc1ccc(SCC(=O)Nc2ccc3c(c2)C(=O)N(C)C3=O)cc1	9	-0.2%	-7	-3	1	7	-4	8	0.0
COc1ccc(NC(=O)c2cccn2-c2nnc(N3CCCCC3)s2)cc1Cl	7	-1.5%	-19	.	-26	-20	0	-7	-0.2
CS/C(=N\S(=O)(=O)c1cccs1)Nc1ccc(Cl)cc1	0	0.3%	11	1	-3	33	-3	8	-1.2
Cc1occc1-c1nnc(SCC(=O)Nc2ccccc2)n1Cc1ccccc1	3	-0.1%	46	4	-9	-4	1	-9	-1.7
CC(C)C1N(c2ccccc2)C(N)=C(C#N)C1(C#N)C#N (configuration not stated)	9	1.9%	0	16	-3	8	-2	-8	0.9
CCn1c(SCC(=O)Nc2ccc3c(c2)OCCO3)nnc1-c1cccnc1	1	-2.0%	9	10	8	4	-2	6	1.0
CCc1ccc(NC(=O)CN(c2ccc(OC)cc2)S(=O)(=O)c2c(C)[nH]c(=O)[nH]c2=O)cc1	3&1	0.0%&1.2%	-9&-26	9	4&-5	7&-7	-4&0	1&-1	-0.3&0.3

# Profiles, looked up by structure.
# Shown for COC(=O)c1ccc(C(=O)Nc2nc3cc(N)c(C)cc3s2)cc1 = D1 ag: 4; RXFP1 agonist: -1.6%; D1 antag: 22; D2 antagonist: 20; D2 PAM: -9; RXFP1 antag: -8; D1 PAM: -2; TRHR PAM: -2; D2 ag: 0.3
# Shown for Cc1ccc(SCC(=O)Nc2ccc3c(c2)C(=O)N(C)C3=O)cc1 = D1 ag: 9; RXFP1 agonist: -0.2%; D1 antag: -7; D2 antagonist: -3; D2 PAM: 1; RXFP1 antag: 7; D1 PAM: -4; TRHR PAM: 8; D2 ag: 0.0

# (further entries)
mol	D1 ag	RXFP1 agonist	D1 antag	D2 antagonist	D2 PAM	RXFP1 antag	D1 PAM	TRHR PAM	D2 ag
COc1cccc(N(CC(=O)Nc2cccc(F)c2)S(C)(=O)=O)c1	1	2.2%	12	-6	3	3	-5	-2	-0.4
Cc1ccc(-c2ccc(OC(=O)c3ccc(=O)[nH]c3)c(C)c2)cc1	4	0.6%	-17	-23	12	1	-5	12	-0.2
CCCCN(C)CCNC(=O)c1ccc2c(c1)NC(=O)C(N1CCCCC1)S2 (configuration not stated)	0	1.0%	-12	73*	-21	-14	-1	-3	50*
CC(C)n1nnc2c(=O)oc3ccccc3c21	2	0.3%	3	2	16	1	-6	6	0.5
Cc1ccc(SCCN2CCN(CC(C)C)CCC2=O)cc1	2	0.0%	14	-5	0	.	-3	4	-0.1
COc1ccc(N(CC(=O)NCc2cccnc2)S(=O)(=O)c2ccccc2[N+](=O)[O-])c(OC)c1	2	0.0%	1	-5	4	4	-2	1	-0.8
CCC[C@@H]1C[C@@H](C(=O)N[C@@H](C2O[C@H](SC)[C@H](O)[C@@H](O)[C@H]2O)[C@H](C)Cl)N(C)C1 (some centres not stated)	6	-3.1%	-2	-12	-7	.	3	-8	1.7
CC1(C2CC2)NC(=O)N(CC(=O)Nc2ccc(C(F)(F)F)cc2)C1=O (configuration not stated)	1	-0.5%	-2	-17	-6	-9	-6	-5	-0.6
Cc1ccc(C)c(S(=O)(=O)c2nnn3c2nc(NC2CCCC2)c2sccc23)c1	2	9.4%	-24	.	-4	-24	-5	-8	-0.2
COc1ccc(C(C)(C)C)cc1NC(=O)CN1C(=O)C(=O)N(Cc2ccco2)C1=O	4	0.4%	12	-10	-30	6	-1	15	-0.5
COc1ccc(Cn2c(=O)[nH]c3cc(C(=O)N4CCN(c5cc(Cl)ccc5C)CC4)ccc3c2=O)cc1	2	-2.4%	14	.	18	.	2	8	-0.1
COC(=O)C1=C(NC(=O)c2ccc(Br)cc2)CCS1	1	0.0%	0	-6	1	-12	-4	-2	7.6
COc1cc(CCC(=O)OCC(=O)N(CCC#N)c2ccccc2)cc(OC)c1OC	6	0.0%	-5	-1	-19	-16	-6	-5	0.1
CCOC(=O)N1CCN(C(c2ccccc2)c2sc3nc(C)nn3c2O)CC1 (configuration not stated)	0	-1.0%	9	13	1	4	-4	-2	0.2
Cn1cnnc1SCC(=O)Nc1ccc(Oc2ccccc2)cc1	7	-1.7%	3	.	.	-3	-6	-1	.
Cn1cc(C(=O)NC2C3CC4CC(C3)CC2C4)cn1 (configuration not stated)	4	4.7%	-5	2	-13	9	-7	-7	0.7
CCn1c(SCC(=O)Nc2ccc3c(c2)OCO3)nc2c(c1=O)SC(C)C2 (configuration not stated)	0	1.1%	-8	2	0	.	-6	0	-0.8
Cc1ccc(S(=O)(=O)N2CCN(C(=O)CN3CCCCC3)C2)cc1	-1	-0.7%	4	-6	2	7	0	9	1.5
Cc1ccc(CN2CC(C(=O)N3CCN(S(=O)(=O)c4cc(C)ccc4C)CC3)CC2=O)cc1 (configuration not stated)	3	0.5%	4	1	-3	5	0	-4	0.4
Cc1cccc(NS(=O)(=O)c2ccc3c(c2)oc(=O)n3C)c1C	8	2.0%	35	.	.	14	3	-2	.
O=C1C2CC=C(Cl)CC2C(=O)N1CN(Cc1ccco1)CN1C(=O)C2CC=C(Cl)CC2C1=O (configuration not stated)	4	0.5%	8	-3	3	-3	-7	-2	0.4
Cc1nc(C)c(-c2csc(Nc3ccc(O)cc3C)n2)s1	7	0.3%	-32*	-18	2	-15	-10	-3	0.4
CCSc1nnc(NC(=O)CN2C(=O)N(C)C3(CCCCC3)C2=O)s1	1	-1.3%	-16	-7	1	-6	-4	-3	0.2
